Neddylation inh = cullin neddylation inhibition; P61081+Q13564; TR-FRET cullin neddylation, biochemical; calls only at 25 µM; hit rate 0.58% among 360,000; in the data active means inhibition above about 36%
Rin1 Abl inh = human Rin1-Abl interaction inhibition; P00519+Q13671; TR-FRET Rin1/Abl binding, biochemical; inhibition, % at 7.35 µM; hit rate 0.4% among 360,000; AID 588664; in the data active means inhibition above about 5%, passing the limit was not always enough
FAS-TE inh = FAS thioesterase (human) inhibition; hit rate 0.67% among 360,000; P49327; inhibition, % at 15 µM; recombinant FAS-TE, OMFH fluorogenic substrate, fluorescence endpoint;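 active means compounds whose normalised, plate-corrected inhibition of enzyme fluorescence in the single-dose primary screen is 50% or more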;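 further: 0% = DMSO with enzyme and 100% = substrate without enzyme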
eLon inh = inhibits E. coli Lon protease. hit rate 0.42% among 360,000. AID 602123. P0A9M0. inhibition, % at 7.94 µM. purified E. coli Lon protease, fluorescence polarization; in the data active means inhibition above about 13%, passing the limit was not always enough;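 further: 0% = enzyme with probe and DMSO and 100% = no enzyme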
SKN-1 block = C. elegans SKN-1 inhibition; C. elegans VP596 Pgst-4::GFP/RFP ratio, acrylamide-induced, 24 h; inhibition, % at 21.8 µM; hit rate 0.49% among 360,000;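 active means interference check ratio from 0.5 to 1.5 plus GFP to RFP signal ratio inhibition reaching or exceeding a fixed threshold, cut at about 30% in these data, passing the limit was not always enough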; further: some compounds called inactive have numbers as strong as hits
bovine MsrA act = activates bovine MsrA enzyme; purified bovine MsrA, absorbance read-out; activation, % at 10.6 µM; hit rate 0.3% among 360,000; in the data active means activation above about 7.5%;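 further: 0% = vehicle and 100% = reference activator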
MsrA inh = inhibitors of bovine MsrA. purified bovine MsrA, absorbance read-out. inhibition, % at 15.5 µM. hit rate 0.75% among 360,000. AID 651718; in the data active means inhibition above about 4.5%;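 further: 0% = vehicle wells with enzyme and 100% = reference inhibitor wells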
NRP1-CendR mod = modulators of CendR peptide binding to human neuropilin-1; O14786; hit rate 0.85% among 360,000; FAM-RPARPAR peptide binding to NRP-1, fluorescence polarization; AID 602438; inhibition, % at 25 µM;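 active means inhibition or corrected inhibition above about 18%, plus a signal ratio from 0.5 to 1.5, limit read from the data, passing the limit was not always enough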; further: strong numbers were not always called active
Target sequence (O14786 whole entry, looked up): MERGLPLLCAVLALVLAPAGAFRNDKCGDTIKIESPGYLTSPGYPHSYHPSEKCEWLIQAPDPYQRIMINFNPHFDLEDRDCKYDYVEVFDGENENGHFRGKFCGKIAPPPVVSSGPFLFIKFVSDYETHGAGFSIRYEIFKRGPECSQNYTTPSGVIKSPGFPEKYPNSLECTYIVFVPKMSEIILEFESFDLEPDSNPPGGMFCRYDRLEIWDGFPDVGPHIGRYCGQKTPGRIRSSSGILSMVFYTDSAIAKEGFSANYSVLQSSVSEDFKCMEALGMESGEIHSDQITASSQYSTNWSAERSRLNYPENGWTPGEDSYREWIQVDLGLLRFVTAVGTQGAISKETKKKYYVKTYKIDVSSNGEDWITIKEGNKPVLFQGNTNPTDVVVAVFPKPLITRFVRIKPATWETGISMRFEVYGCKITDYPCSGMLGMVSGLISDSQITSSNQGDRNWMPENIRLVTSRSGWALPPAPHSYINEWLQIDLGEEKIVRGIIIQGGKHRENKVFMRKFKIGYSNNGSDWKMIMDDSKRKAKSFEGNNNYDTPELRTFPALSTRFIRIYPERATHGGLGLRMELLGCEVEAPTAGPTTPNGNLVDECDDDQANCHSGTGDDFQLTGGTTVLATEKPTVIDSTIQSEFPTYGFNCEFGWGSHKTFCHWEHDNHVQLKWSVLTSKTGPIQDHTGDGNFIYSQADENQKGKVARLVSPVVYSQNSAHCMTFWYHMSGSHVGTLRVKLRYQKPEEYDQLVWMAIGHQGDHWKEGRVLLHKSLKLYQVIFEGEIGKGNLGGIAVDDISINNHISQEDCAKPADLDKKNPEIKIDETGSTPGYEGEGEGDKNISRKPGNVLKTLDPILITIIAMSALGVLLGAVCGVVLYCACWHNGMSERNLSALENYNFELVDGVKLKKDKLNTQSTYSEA
MT1-MMP act inh = blocks activation of human MT1-MMP; P50281; HT1080 RFP-PRO-GFP cells, GFP/RFP ratio fluorescence, overnight; percent of plate control window, DMSO zero; GFP/RFP ratio change, % at 20 µM; hit rate 0.061% among 360,000;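 active means GFP/RFP ratio change of at least 30% with cell ATP level not reduced by more than half and red fluorescence within 50% of control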; further: strong numbers were not always called active
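Assay system: HT1080 RFP-PRO-GFP cells | Dosing: 20 µM single dose, 1% DMSO | Incubation: Cells overnight before dosing, compound overnight, 37 °C, 5% CO2 | Evaluation: GFP/RFP fluorescence ratio | Control set: DMSO-only wells and HT1080 RFP-L50D-GFP cell wells as references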
Numbers without * were called inactive; i = inactive; nt = no result given; + = active, no number. No enrichment for hits (roughly 4.2% active in at least one column).

SMILES	Neddylation inh	Rin1 Abl inh	FAS-TE inh	eLon inh	SKN-1 block	bovine MsrA act	MsrA inh	NRP1-CendR mod	MT1-MMP act inh
O=Cc1c(-c2ccc(F)cc2)nc2ccccn12	i	0.3	1.7	-2.0	-0.1	-0.8	9.1*	-2.7	-3.4
O=C(CCSc1nnc(-c2ccncc2)o1)Nc1ccc(Cl)cc1	i	-0.7	-5.5	10.7	13.0	-3.0	1.3	-4.3	3.4
Cc1nnc(NC(=O)Cn2nc(C)c3ccccc3c2=O)s1	i	1.0	-9.3	11.5	-7.5	-1.6	2.0	-3.5	0.9
CCCc1ccc(-c2cc(NC(=O)CSc3nnc(N)s3)n(-c3ccccc3)n2)cc1	i	-0.4	23.2	-2.4	-0.2	-1.8	-0.5	-7.7	3.7
CCOc1ccc(-c2nnc(SCC(=O)NC3CC3)o2)cc1	i	1.7	-6.1	-5.9	-6.7	-2.0	0.1	-13.5	2.7
CCNC(=S)N/N=C(\C)c1cccc(OC)c1	i	2.9	-5.3	5.4	-6.9	-2.0	-1.0	15.9	-0.5
Cc1c(NC(=S)NC(=O)C(C)(C)C)c(=O)n(-c2ccccc2)n1C	i	-1.7	-9.5	4.5	1.2	-3.2	-1.8	-1.8	-7.2
O=C(CNS(=O)(=O)c1ccccc1)NCc1ccccn1	i	1.1	-7.6	-5.2	0.4	-8.3	-0.3	9.2	-1.4
Cc1sc2ncn(CC(=O)N3CCC(C(N)=O)CC3)c(=O)c2c1S(=O)(=O)N1CCOCC1	i	1.7	-7.8	0.3	-7.5	-2.7	-1.9	2.1	0.4
Cc1cc(C)c(C(=O)N2CCCC(N3CCN(c4cccc(C(F)(F)F)c4)CC3)C2)o1 (centres undefined)	i	4.5	18.5	-1.6	12.6	-1.4	-0.3	6.2	-0.4
CCOc1cccc(C(=O)Nc2ccc(NC(=O)c3cc4ccccc4o3)c(OC)c2)c1	nt	1.1	-1.6	-8.1	-11.7	-3.5	1.7	14.7	1.9
CCN(CC)CC(=O)Nc1sc(C)cc1C(=O)c1ccccc1	i	1.9	14.4	-2.7	-3.8	-5.6	1.5	3.4	-5.5
CCOC(=O)C1(CCCc2ccccc2)CCN(C(=O)CCC2=NNC(=O)CC2)CC1	i	5.2	1.0	-4.2	-9.8	0.3	-0.2	5.9	-3.3
Cc1cnc(NC(=O)CSc2nnc(-c3ccccc3)n2Cc2ccccc2)s1	i	1.7	7.7	3.5	-10.8	-0.4	0.7	16.8	1.9
COCCNCC#CCOc1ccc(OC)cc1	i	-1.8	-11.5	-10.5	11.4	-3.5	-0.7	-0.6	11.3
CC(=O)Nc1nc2ccc(S(=O)(=O)N3CCCC3)cc2s1	i	3.6	-2.3	-10.4	8.7	-2.9	-0.1	-3.3	2.1
O=C(CN1C(=O)CCC1=O)Nc1ccc(Br)cc1	i	-4.0	1.4	-2.9	5.1	-0.6	1.3	8.3	2.5
CC(=O)c1c(C)[nH]c(C(=O)OCc2cccc(Cl)c2)c1C	i	-0.9	18.0	-16.9	9.9	-2.0	-1.5	3.0	-15.4
COc1ccc(C(=O)ON=C2CCN(c3ccc([N+](=O)[O-])cc3)CC2)cc1	i	-2.9	21.5	-3.6	-3.4	-3.6	0.1	-8.6	3.0
CCOc1ccccc1NS(=O)(=O)c1cccs1	i	-2.6	-3.7	5.8	13.2	-1.7	2.0	-3.8	-0.6
CCCN1C(=O)/C(=C2/C=Cc3ccccc3N2CC)SC1=S	i	-4.0	22.1	3.0	5.1	-3.8	0.0	6.0	45.2*
Cc1cc(C)cc(N(CC(=O)NC2CCCCCC2)S(=O)(=O)c2c(C)[nH]c(=O)[nH]c2=O)c1	i	-0.5	-2.6	-8.5	-11.1	-6.6	-1.0	11.1	0.3
COc1ccc(CCNC(=O)c2n[nH]c(=O)c3ccccc23)cc1	i	0.9	-8.9	1.6	-16.5	-1.8	-0.3	-13.7	1.2
Cc1cccc(NC(=O)c2ccccc2C(=O)Nc2cccc(C)c2)c1	i	-1.1	1.4	6.0	1.8	-1.1	-0.1	10.9	-1.6
Cc1oc(-c2ccccc2F)nc1CN1CCC(C(=O)NCCC2=CCCCC2)CC1	i	-3.4	-8.6	1.6	-20.1	-9.5	-0.5	-15.9	10.7
O=C(CC1CC2CCC1C2)N1CCN(S(=O)(=O)c2ccccc2[N+](=O)[O-])CC1 (centres undefined)	i	0.7	14.7	-18.2	5.8	-1.8	-0.3	-11.0	-2.8
Cc1ccnc2nc(C(=O)OCC(=O)N(CC(C)C)CC(C)C)nn12	i	0.6	-6.9	-3.1	14.0	-0.1	-0.3	0.0	-2.1
NS(=O)(=O)c1ccc(-c2ccc(/C=N/Nc3ccc(C(=O)O)cc3)o2)cc1	+	-3.0	-4.3	-15.8	0.9	-6.3	2.7	-34.7	-12.4
CC(Oc1ccccc1)C(=O)N1CCN(c2ccc(N3CCCCC3)nn2)CC1 (centres undefined)	+	4.1	-5.5	-18.4	-2.8	-1.7	3.6	6.3	1.6
Cc1ccc(NC(=O)Nc2cc(-c3ccccc3)nn2C)cc1Cl	i	-0.8	27.6	-6.8	-12.5	-3.3	-0.3	4.7	2.4
O=C(N/N=C/c1ccc2c(c1)OCO2)c1ccc(NS(=O)(=O)c2cccs2)cc1	i	1.7	0.6	-2.4	-4.2	-7.7	5.7*	-7.2	2.9
Cc1nc(Cl)sc1C(=O)Nc1cccc2ccccc12	i	3.9	-6.2	-2.7	17.4	-0.9	1.5	14.3	-2.1
CCOCCn1c(CN2CCc3ccccc3C2)nc2c1c(=O)n(C)c(=O)n2C	i	1.3	2.2	7.2	0.2	-3.1	0.8	-3.0	1.8
O=C(NC1CCCC1)C(c1cccs1)N(C(=O)c1ccno1)c1ccccc1 (centres undefined)	i	-0.4	-0.2	-1.0	2.5	-1.9	-1.5	-4.4	5.3
CCC(C)NC(=O)c1ccccc1NC(=O)CN1C(=O)c2ccccc2S1(=O)=O (centres undefined)	i	2.9	-3.4	2.0	6.8	-2.7	0.8	8.7	-1.1
CC1CCc2cc(F)ccc2N1C(=O)c1ccncc1 (centres undefined)	i	-0.4	-9.8	-5.5	-2.9	-4.5	-0.6	6.8	-6.5
COC(=O)C(C)Sc1ncnc2c1c(-c1ccccc1)cn2-c1ccc(OC)cc1 (centres undefined)	i	-3.5	17.5	-2.8	-2.4	2.1	0.4	-13.2	-3.3
CCN(CC)C(=O)C(=O)c1cn(CC(=O)NCc2ccc3c(c2)OCO3)c2ccccc12	i	-6.9	0.7	2.3	2.9	1.1	2.3	6.5	1.5
CCc1ccc(OCC(=O)NC(=S)Nc2ccc(F)cc2)c(Br)c1	i	0.2	-1.9	-3.8	4.2	2.2	-0.1	0.4	6.7
CCOC(=O)C1=C(N)N(c2cc(S(=O)(=O)N3CCOCC3)ccc2Cl)C(=O)C1	i	6.5	1.1	-7.6	2.3	-5.8	0.0	-0.2	-4.0

One compound at a time, from the list above.
COC(=O)C(C)Sc1ncnc2c1c(-c1ccccc1)cn2-c1ccc(OC)cc1 (centres undefined) in the list: Neddylation inh = i; Rin1 Abl inh = -3.5; FAS-TE inh = 17.5; eLon inh = -2.8; SKN-1 block = -2.4; bovine MsrA act = 2.1; MsrA inh = 0.4; NRP1-CendR mod = -13.2; MT1-MMP act inh = -3.3
CCN(CC)C(=O)C(=O)c1cn(CC(=O)NCc2ccc3c(c2)OCO3)c2ccccc12 in the list: Neddylation inh = i; Rin1 Abl inh = -6.9; FAS-TE inh = 0.7; eLon inh = 2.3; SKN-1 block = 2.9; bovine MsrA act = 1.1; MsrA inh = 2.3; NRP1-CendR mod = 6.5; MT1-MMP act inh = 1.5

Next part
SMILES	Neddylation inh	Rin1 Abl inh	FAS-TE inh	eLon inh	SKN-1 block	bovine MsrA act	MsrA inh	NRP1-CendR mod	MT1-MMP act inh
Nc1nonc1-n1nnc(C(=O)N/N=C/c2ccoc2)c1CSc1ccccc1	i	1.7	2.6	-4.0	13.2	-5.0	nt	7.1	4.4
CCOc1ccccc1C(=O)Nn1c(C2CCC2)nc2ccccc2c1=O	i	-4.7	5.5	4.8	19.3	-1.7	-0.4	-6.6	-0.8
CCN1CCN(C(=O)C(C)Oc2ccc(S(=O)(=O)N3CCCC3)cc2C(N)=O)CC1 (centres undefined)	i	-1.4	-3.3	-5.2	29.0	-2.6	-1.2	2.7	3.3
CCN1CCN(Cc2ccc(NC(=O)c3ccc(C)c(NC(=O)c4csc(-c5ccncc5)n4)c3)cc2C(F)(F)F)CC1	i	-0.3	-3.3	3.0	-7.0	-0.1	-0.1	0.4	7.4
NS(=O)(=O)c1ccc(CNC(=O)C(c2ccccc2)c2ccccc2)cc1	i	-1.4	-1.7	-1.7	13.0	-1.3	-0.3	-1.5	1.5
COc1ccc(CN2CCNC(=O)C2CC(=O)N(C)Cc2nccs2)cc1OC (centres undefined)	i	0.5	-2.9	0.3	7.5	-2.4	-0.4	7.1	-3.7
NCCCC[C@H]1CN=C(N)N1CCC12CC3CC(CC(C3)C1)C2	i	3.2	-13.8	-11.0	3.6	2.0	-0.6	37.5*	5.8
COc1cccc(NC(=O)CN2C(=O)NC(C)(CCC(C)C)C2=O)c1 (centres undefined)	i	-0.9	-4.0	-8.2	11.8	1.7	1.6	0.9	0.6
O=[N+]([O-])c1ccc(-c2cnc(NO)nc2)cc1	i	-2.9	-1.3	7.2	1.7	-5.2	2.2	-2.6	-4.1
COc1ccccc1NC(=O)CSc1ccc2nnc(-c3ccncc3)n2n1	i	-5.0	-6.9	4.5	3.0	-1.7	-0.2	-3.2	-2.1
Cc1ccc(C(=O)Nc2ccccc2C(=O)NC2CCCCC2)cc1S(=O)(=O)N1CCOCC1	i	3.8	21.7	-12.5	10.6	-3.6	nt	3.3	-0.7
O=C(CC(c1ccccc1)c1ccccc1)Nc1ccc(Cl)cn1	i	-0.5	4.1	-2.1	-3.4	-0.4	0.8	5.1	-0.8
CCOC(=O)C(=O)NCC(c1cccs1)S(=O)(=O)c1ccc(C)cc1 (centres undefined)	i	-0.8	-6.4	-3.1	25.0	-1.2	-0.8	4.6	-3.2
COc1ccc(NC(=O)c2ccc(COc3ccccc3OC)o2)cc1OC	i	-4.8	-2.6	-2.0	0.8	-6.3	0.5	1.9	8.0
CCCCn1c(SCC(=O)Nc2nnc(C)s2)nc2c1c(=O)n(C)c(=O)n2C	i	1.9	-3.9	-3.0	8.1	-4.0	0.8	-13.4	3.6
Cc1occc1C(=O)NCCCCNC(=O)c1ccoc1C	i	1.1	-5.0	-5.5	-0.9	-3.1	-0.4	6.2	-1.9
NC(=O)CSc1ccc(S(=O)(=O)N2CCCCC2)cn1	i	3.2	-64.3	-43.1	-15.0	-3.0	0.2	-59.1	-7.7
Cc1cc(C)nc(N2CCN(C(=O)CCC(=O)Nc3nnc(CC(C)C)s3)CC2)n1	i	-3.5	-1.7	-0.8	0.2	-1.6	-0.6	1.1	0.0
CCOc1ccc(/C=N/N2C(C)CCCC2C)cc1OC (centres undefined)	i	-0.1	-0.1	-4.8	-2.8	-5.1	0.7	-14.7	-2.5
COc1ccc(N2CCN(c3ncccn3)CC2)cc1	i	-1.0	-10.2	-5.3	6.4	-12.5	2.0	7.1	14.9
CC(Sc1ccc(Cl)cc1)C(=O)Nc1ccccc1-c1ccccc1 (centres undefined)	i	-0.5	20.2	4.0	2.0	-6.8	0.8	13.3	-4.9
COc1ccccc1NS(=O)(=O)c1ccc(Cl)c(NC(=S)NC(=O)C2CCCC2)c1	i	2.0	29.7	-9.5	4.6	-4.7	1.4	-8.2	1.5
O=C(NCCc1ccccc1)C(=O)NCC1OCCN1S(=O)(=O)c1ccc2c(c1)OCCO2 (centres undefined)	i	-2.0	8.7	1.9	6.3	-3.2	2.0	-3.8	1.4
COc1cc(C)c(C(=O)Oc2cc(C)c(C(=O)O)c(O)c2)c(O)c1	i	-0.9	-20.6	-3.3	10.7	-4.1	0.3	-9.3	0.5

Source: PubChem BioAssay (several laboratories)
